High-throughput results: PubChem BioAssay, NMMLSC
Myeloid diff 2 = induction of myeloid progenitor differentiation, primary screen, cell-based, flow cytometry, MLPCN library | hit rate 1% among 360,000 | ER-HoxA9 myeloid progenitors, lysozyme-GFP differentiation | calls only at 10 µM;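 active = normalized GFP-positive differentiation at or above the plate's own cutoff, the solvent-only control mean plus 3 SD; inconclusive = no clear call, values can overlap the other calls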;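 note: cells exposed to compound for four days before flow analysis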
Myeloid diff 2 GFP+ MAC1+ % = also measured in Myeloid diff 2; calls as there; GFP+ MAC1+ double positive, %; measured here: differentiation confirmed by MAC1 staining
* = called active by the depositor; i = inactive; u = inconclusive; x = no result given. A portion of the library; count on the stated rates, not on these rows.

SMILES	Myeloid diff 2	Myeloid diff 2 GFP+ MAC1+ %
COc1ccc(C)cc1NC(=O)C(c1ccccc1)N1CCN(CC(=O)N2CCOCC2)CC1 (stereo not given)	i	0.3
COc1cccc(-c2cnc3c(NC=O)cc(-c4ccc(OC)cc4OC)cn23)c1	u	x
COc1ccc(CN2C(=O)C(CC(=O)NCC3CCCCC3)CC(C(=O)N(C)C)=C2C)cc1 (stereo not given)	i	0.9
O=C(COC(=O)c1ccc(Cl)c(S(=O)(=O)N2CCCCCC2)c1)NCc1ccccc1	i	0.2
CCOc1cc2c(cc1O)CCC1C2CCC2(C)C(O)CCC12 (stereo not given)	u	x
Cn1cccc1C1CCCN1CC(=O)Nc1c(Cl)cc(Cl)cc1Cl (stereo not given)	i	0.5
Cc1cccnc1C(NC(=O)C1CCN(Cc2ccc3ccccc3n2)CC1)c1ccc(Cl)cc1 (stereo not given)	i	1.1
O=C(CN1C(=O)NC2(CCc3ccccc32)C1=O)NCc1cccc(C(F)(F)F)c1 (stereo not given)	i	0.9
COc1ccc(CNC(=O)c2[nH]c(C(F)(F)F)nc2-c2ccccc2)cc1OC	i	1.7
O=C1[C@H]2[C@@H](c3ccc(C(F)(F)F)cc3)N[C@]3(CCCN(Cc4ccc(F)cc4)C3=O)[C@H]2C(=O)N1Cc1ccccc1	i	0.5
O=C(NC(c1ccc(-c2ccccc2)cc1)c1cnccn1)C1CCN(Cc2cccc(C(F)(F)F)c2)CC1 (stereo not given)	i	1.0
Cc1cc(C)c2c(=O)n(CC(=O)N3CCN(c4ccccc4)CC3)ccc2n1	i	1.2
Cc1ccc(S(=O)(=O)N(C)C[C@H]2Oc3ccc(NC(=O)C4CCCCC4)cc3C(=O)N([C@H](C)CO)C[C@H]2C)cc1	i	2.8
COc1ccc(C2=CN(Cc3ccccc3)CCC2=O)cc1	i	2.1
COC(=O)[C@@]1(Cc2ccc(F)cc2)[C@H]2c3cc(C(=O)N4CCCC4)n(Cc4ccccc4)c3C[C@H]2CN1C(=O)c1ccccc1	i	1.4
CC1Cc2ccccc2N1C(=O)c1ccc(F)c(S(=O)(=O)N2CCOCC2)c1 (stereo not given)	i	0.6
N#CC(=Cc1ccc(-c2ccccc2)cc1)C(=O)c1ccccc1	i	1.3
O=C(COc1ccccc1)Nc1cccc(S(=O)(=O)N2CCCC2)c1	i	0.7
N#CC(c1ccccc1)c1ccc([N+](=O)[O-])cc1 (stereo not given)	i	0.8
CC1(Cc2ccc3c(c2)OCO3)C(=O)Nc2ccc(-c3cccc(C(F)(F)F)c3)cc21 (stereo not given)	i	1.2
O=S1(=O)N[C@H](Cc2ccccc2)COc2cccc(N3CCC[C@H]3CO)c21	i	0.5
O=C(CCCOc1ccc(Cl)cc1Cl)Nc1cc(S(=O)(=O)N2CCOCC2)ccc1N1CCOCC1	i	1.3
CCCCCCc1nc2nc(Cl)c(Cl)nc2[nH]1	i	0.8
COc1ccc(CNC(=O)c2cc(S(=O)(=O)N3CCCCC3)ccc2Cl)cc1OC	i	0.6
Cc1cc(OCC(=O)OCC(=O)N(C)C2CCS(=O)(=O)C2)ccc1Cl (stereo not given)	i	0.8

Reformatted with bars between the fields: two of the compounds above.
SMILES | Myeloid diff 2 | Myeloid diff 2 GFP+ MAC1+ %
COc1ccc(CNC(=O)c2cc(S(=O)(=O)N3CCCCC3)ccc2Cl)cc1OC | i | 0.6
Cc1cc(OCC(=O)OCC(=O)N(C)C2CCS(=O)(=O)C2)ccc1Cl (stereo not given) | i | 0.8

4 compounds already listed, sorted by the value under Myeloid diff 2 GFP+ MAC1+ %, low to high.
SMILES	Myeloid diff 2 GFP+ MAC1+ %
CC1Cc2ccccc2N1C(=O)c1ccc(F)c(S(=O)(=O)N2CCOCC2)c1 (stereo not given)	0.6
O=C(CN1C(=O)NC2(CCc3ccccc32)C1=O)NCc1cccc(C(F)(F)F)c1 (stereo not given)	0.9
Cc1cccnc1C(NC(=O)C1CCN(Cc2ccc3ccccc3n2)CC1)c1ccc(Cl)cc1 (stereo not given)	1.1
Cc1cc(C)c2c(=O)n(CC(=O)N3CCN(c4ccccc4)CC3)ccc2n1	1.2

Further structures:
SMILES	Myeloid diff 2	Myeloid diff 2 GFP+ MAC1+ %
CCN(C[C@H]1N[C@@](Cc2ccccc2)(C(=O)OC)[C@H]2C(=O)N(Cc3ccccc3)C(=O)[C@@H]12)C(=O)Nc1ccc(F)cc1	i	2.2
Cc1ccc(NC(=O)COC(=O)c2cccc(S(=O)(=O)N3CCCCCC3)c2)cc1	i	2.4
COc1cc(CN2C[C@@H](CO)O[C@@H](n3cnc4c(NC5CCCC5)ncnc43)C2)cc(OC)c1OC	i	1.1
CCSc1nc2c([nH]1)c(=O)n(C)c(=S)n2C	i	0.8
Cn1cnc(C(=O)N2CCc3ccccc3C2)c1C(=O)N1CCc2ccccc2C1	i	1.0
COc1ccc(C(=O)NNC(=O)c2cccc(S(=O)(=O)N3CCOCC3)c2)cc1	i	0.7
COc1ccc(C(O)c2ncc(-c3ccccc3C)[nH]2)cc1F (stereo not given)	i	1.3
Cc1ccc(N(CC(=O)NC(C)(C)C)C(=O)CCC(=O)Nc2ccccn2)cc1	i	1.4
Cc1c(NC(=O)C(C)Oc2cccc(F)c2)c(=O)n(-c2ccccc2)n1C (stereo not given)	i	0.3
O=C1c2ccccc2C(c2nnnn2Cc2ccccc2)N1CCc1c[nH]c2ccccc12 (stereo not given)	i	0.8
O=C(COC(=O)c1cccc(S(=O)(=O)N2CCCCC2)c1)NCc1ccccc1	i	0.7
Cc1ccc(C2OCC(C)([N+](=O)[O-])CO2)cc1 (stereo not given)	i	1.1
CC1=C(C(=O)N(C(C)C)C(C)C)CC(CC(=O)NCCCN(C)C)C(=O)N1CCCN1CCCC1=O (stereo not given)	i	0.3
CCOC(=O)C1C(C(=O)OC)=C(c2ccc(F)cc2)c2ccccc2N1S(=O)(=O)C(F)(F)F (stereo not given)	i	3.1
COCCCNC(=O)C[C@H]1C[C@H](C(=O)N2CCOCC2)[C@@]2(C)c3[nH]c4cc(CCC(=O)N(C)C)ccc4c3CCN2C1=O	i	0.7
CCCC(=O)N1CCC1(C)C(=O)Nc1ccccc1C(C)(C)C (stereo not given)	i	1.1
NS(=O)(=O)c1ccc(NNC(=O)c2ccc(Br)o2)c([N+](=O)[O-])c1	i	0.9
CCOC(=O)C1=C[C@@H](C(C)(C)C)N(S(=O)(=O)c2ccc(C)cc2)[C@H]1c1ccccc1Cl	i	1.5
COC(=O)[C@@]1(Cc2ccc(F)cc2)[C@H]2c3cc(C(=O)N4CCCC4)n(Cc4ccc(S(C)(=O)=O)cc4)c3C[C@H]2CN1C(=O)c1ccccc1	i	2.2
COc1cc2c(C#Cc3cccnc3)c(-c3ccsc3)oc(=O)c2cc1OC	i	1.3
COC(=O)/C=C1\OCc2cc(OCc3ccccc3)ccc21	i	2.3
CCC1NC(=O)c2cccnc2-n2c1nc1ccc(OC)cc1c2=O (stereo not given)	i	0.6
O=C(O)COc1ccc(C=C2SC(=S)N(c3ccccc3)C2=O)cc1	i	1.4
Cc1ccc(S(=O)(=O)/N=C(/Nc2nc(C)cs2)c2ccccc2)cc1	i	1.2
Cc1ccc(S(=O)(=O)N2CCOCC2)cc1NC(=O)COC(=O)CCc1c[nH]c2ccccc12	i	0.6

Molecules from the list above containing two or more sulfur atoms:
SMILES	Myeloid diff 2	Myeloid diff 2 GFP+ MAC1+ %
CCSc1nc2c([nH]1)c(=O)n(C)c(=S)n2C	i	0.8
O=C(O)COc1ccc(C=C2SC(=S)N(c3ccccc3)C2=O)cc1	i	1.4
Cc1ccc(S(=O)(=O)/N=C(/Nc2nc(C)cs2)c2ccccc2)cc1	i	1.2

A few values from the list:
COc1ccc(C(=O)NNC(=O)c2cccc(S(=O)(=O)N3CCOCC3)c2)cc1 in Myeloid diff 2 GFP+ MAC1+ % is entered as 0.7
COC(=O)/C=C1\OCc2cc(OCc3ccccc3)ccc21 in Myeloid diff 2 GFP+ MAC1+ % is entered as 2.3

More structures follow.
SMILES	Myeloid diff 2	Myeloid diff 2 GFP+ MAC1+ %
C=CCC[C@H](Cc1ccc(F)cc1)C(=O)OC[C@H](Cc1c[nH]c2ccccc12)NC(=O)[C@H](CC=C)CC(=O)N[C@H](CO)Cc1ccccc1	i	1.4
C[C@H](CO)N1C[C@H](C)[C@@H](CN(C)C(=O)Nc2ccccc2)Oc2c(NS(=O)(=O)c3cn(C)cn3)cccc2C1=O	i	1.8
CC(C)C[C@H]1CNC(=S)N1C[C@H]1CCCN1C[C@H](Cc1ccc(O)cc1)N1C[C@H](Cc2ccc(O)cc2)N(CCc2ccccc2)C1=S	i	1.8
CCCCn1nc(C(=O)NC2CCCCC2)c2ccccc2c1=O	i	0.3
O=C(c1cc(C2CC2)nn1-c1ccccc1)N1CCN(Cc2ccccc2F)CC1	i	0.3
O=C(OCc1cc(=O)n2ccsc2n1)c1ccccc1NCCO	i	1.5
Nc1nc2ccc(Cl)cc2cc1C(=O)NCCCN1CCOCC1	i	1.9
CCc1nc2ccc(C(=O)Nc3cccc(OCC(=O)N(C)C)c3)cn2c1N(CC)CCOC	i	1.3
COc1cccc(CN(C)C(=O)c2cc(S(=O)(=O)N3CCCC3)ccc2C)c1OC	i	0.7
COc1ccc(C(CNC(=O)c2cc(S(=O)(=O)Nc3cccc(C)c3)ccc2C)N2CCCC2)cc1 (stereo not given)	i	1.0
Cc1ccc(N(CC(=O)NC(C)(C)C)C(=O)CCC(=O)Nc2ccccn2)c(C)c1	i	0.2
O=C(COc1ccc(S(=O)(=O)N2CCCC2)cc1[N+](=O)[O-])N1CCCCC1	i	0.6
COc1ccccc1C(=O)OCCc1ccccc1	i	1.4
C[C@@]12CCC3[C@@](CCC4[C@@]3(C)CCC[C@@]4(C)C(=O)N3CCOCC3)(CC1=O)C2 (stereo not given in full)	i	0.9
O=C(COC(=O)c1ccccn1)NCCc1ccc(Cl)cc1	i	1.1
CCCC1(CCC)NC(=O)N(CC(=O)N2CCc3ccccc32)C1=O	i	0.6
COC(=O)C1(C(=O)OC)C/C=C\CCN(S(=O)(=O)c2ccccc2[N+](=O)[O-])CC1	i	0.7
CC(=O)Nc1cc(-c2cccc(NS(C)(=O)=O)c2)cn2c(-c3ccc(F)c(Cl)c3)cnc12	i	0.6
CC1(C(=O)NCc2ccccc2)CSCC(=O)N1CCOc1ccccc1 (stereo not given)	i	1.7
Cc1cc(C(=O)COC(=O)c2cccnc2Cl)c(C)n1C	i	0.3
CCOC(=O)C1=CN(Cc2cccc(F)c2)S(=O)(=O)NC1c1cccc(OC)c1 (stereo not given)	i	0.5
COc1ccc(C(=O)CSc2nc(=O)n(Cc3cccnc3)c3c2CCC3)cc1	i	1.1
CN(C)CCNC(=O)c1cccc(-c2cc(NC=O)c3ncc(-c4cccc(C(F)(F)F)c4)n3c2)c1	u	x
O=C(O)c1ccc(-c2nn3c(=O)cc(N4CCNCC4)nc3s2)cc1	i	1.6
CCc1sc(C(=O)N(CCOC)c2c(N)n(Cc3ccccc3)c(=O)[nH]c2=O)cc1C	i	1.1

Additional compounds.
SMILES	Myeloid diff 2	Myeloid diff 2 GFP+ MAC1+ %
COc1ccc(OC)c(/C=C(\C)C(=O)c2c(C)cc(C)[nH]c2=O)c1	i	0.3
COC(=O)[C@@]1(Cc2ccc(OC)cc2)[C@H]2c3cc(C(=O)N4CCCC4)n(Cc4ccc(C)c(F)c4F)c3C[C@H]2CN1C(=O)c1ccccc1	i	1.1
CC(=O)Nc1cccc(-c2csc(C(O)c3cccc(Cl)c3)n2)c1 (stereo not given)	i	0.3
O=S(=O)(Nc1cccc(S(=O)(=O)N2CCCC2)c1)c1cccs1	i	1.2
Cc1cc(SCC(=O)N2c3ccccc3NC(=O)CC2C)nc2ccccc12 (stereo not given)	i	1.1
CC(C)Nc1nc(-c2ccccc2F)c2sc(-c3ccccc3)cc2n1	i	0.9
CC(=O)Nc1ccc(S(=O)(=O)CC(=O)CS(=O)(=O)c2ccc(NC(C)=O)cc2)cc1	i	0.3
COc1ccc(S(=O)(=O)Nc2ccc3c(c2)C(=O)N([C@H](C)CO)C[C@H](C)[C@@H](CN(C)S(=O)(=O)c2ccc(F)cc2)O3)cc1	i	0.9
CC(=O)NC(c1ccccc1)c1nc(-c2ccccc2)cs1 (stereo not given)	i	1.8
Cc1ccccc1OCCC(=O)NNC(=O)c1ccccc1F	i	1.6
COc1ccc(/C=C/C(=O)Nc2ccc(C(C)=O)cc2)cc1S(=O)(=O)N1CCOCC1	i	1.7
NS(=O)(=O)c1ccc(CCNC(=O)C2CCN(C(=O)Nc3ccccc3)CC2)cc1	i	1.1
Cc1c(C)c2c(OCC(=O)NCC3CCC(C(=O)O)CC3)cc3c(c2oc1=O)CCC(C)(C)O3 (stereo not given)	i	2.7
COc1ccc(/C=C/c2c(-c3ccc(OC)cc3)oc(=O)c3cc(OC)c(OC)cc23)cc1	i	0.6
N=C1C(=O)NC(=O)C1c1ccccc1 (stereo not given)	i	1.2
O=[N+]([O-])c1ccc(Oc2cccnc2)c([N+](=O)[O-])c1	u	x
CCc1nc2c(OCc3ccc(Cl)cc3)cccn2c1N(C)C(=O)c1ccncc1	i	1.7
COc1ccc(C(N)c2csc(Nc3ccc(S(C)(=O)=O)cc3)n2)cc1 (stereo not given)	i	0.8
Cc1oc(-c2ccc(Cl)cc2)cc1C(=O)N1CCC1(C)C(=O)O (stereo not given)	i	0.9
O=C1NC[C@H](c2ccccc2)OC(=O)[C@@H](Cc2ccc(F)cc2)C/C=C\C[C@H]1CC(=O)N(CCO)Cc1ccccc1	u	x
Nc1nc(N)c(N=O)c(Nc2ccc(Cl)c(Cl)c2)n1	u	x
COc1ccc(CCN(C)C(=O)COc2cccc(-n3cnnn3)c2)cc1OC	i	1.8
CC(=O)Oc1cccc2c1C(=O)C1CC=CC(OC(C)=O)C1C2=O (stereo not given)	i	1.0
CN(CC(=O)Nc1ccccc1C(F)(F)F)C(=O)CSc1nnc(-c2ccncc2)n1C	i	0.4
Cc1ccc(S(=O)(=O)NCC(=O)OCC(=O)NCc2ccc3c(c2)OCO3)cc1	i	0.5
OC[C@@H]1CN(Cc2cccs2)C[C@H](n2cnc3c(N4CCOCC4)ncnc32)O1	i	1.1
C[C@H](CO)N1C[C@H](C)[C@@H](CN(C)S(C)(=O)=O)Oc2ccc(NS(=O)(=O)c3ccccc3)cc2C1=O	i	1.8
